Source: PubChem
Rtt109 HAT inh: C. albicans Rtt109 histone acetyltransferase inhibition; Q5AAJ8; purified Rtt109/Vps75, ThioGlo CoA-SH fluorescence, 4 h; inhibition, % at 34.9 µM; 330,000 compounds, 0.16% hits; AID 540336;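 active means inhibition of at least 50% in every replicate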
Target sequence (Q5AAJ8 whole entry, looked up): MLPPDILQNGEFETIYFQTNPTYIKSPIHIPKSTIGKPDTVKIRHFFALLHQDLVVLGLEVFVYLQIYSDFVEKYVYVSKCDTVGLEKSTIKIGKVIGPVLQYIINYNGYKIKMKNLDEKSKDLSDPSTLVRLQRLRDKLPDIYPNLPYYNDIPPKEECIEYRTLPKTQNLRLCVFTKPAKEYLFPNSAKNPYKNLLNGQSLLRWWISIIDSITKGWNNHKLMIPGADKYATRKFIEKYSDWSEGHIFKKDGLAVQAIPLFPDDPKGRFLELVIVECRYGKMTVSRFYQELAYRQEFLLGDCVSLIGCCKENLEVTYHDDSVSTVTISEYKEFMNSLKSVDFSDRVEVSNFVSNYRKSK
CAL PDZ FP-1: inhibitors of human CAL PDZ peptide binding | AID 602252 | 300,000 compounds, 0.92% hits | purified CAL PDZ, TMR-peptide fluorescence polarization, 1 h | inhibition, % at 24.9 µM;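 active means mean inhibition of at least 30% with at least half of replicates also reaching 30%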;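 further: 0% = DMSO neutral control and 100% = excess unlabeled competitor peptide PRC23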
dFosB act: activators of mouse delta FosB homodimer. AID 493131. activation, % at 25 µM. 340,000 compounds, 0.99% hits. P13346. purified delta FosB, TAMRA-CDK5 oligo fluorescence polarization; percent of positive-control signal above neutral wells;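 active means mean activation above about 17%, with every replicate also reaching it, limit read from the data, passing the limit was not always enough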;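 further: fluorescence polarization rise as delta FosB binds a TAMRA Cdk5 AP-1 oligo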
Target sequence (P13346 whole entry, looked up): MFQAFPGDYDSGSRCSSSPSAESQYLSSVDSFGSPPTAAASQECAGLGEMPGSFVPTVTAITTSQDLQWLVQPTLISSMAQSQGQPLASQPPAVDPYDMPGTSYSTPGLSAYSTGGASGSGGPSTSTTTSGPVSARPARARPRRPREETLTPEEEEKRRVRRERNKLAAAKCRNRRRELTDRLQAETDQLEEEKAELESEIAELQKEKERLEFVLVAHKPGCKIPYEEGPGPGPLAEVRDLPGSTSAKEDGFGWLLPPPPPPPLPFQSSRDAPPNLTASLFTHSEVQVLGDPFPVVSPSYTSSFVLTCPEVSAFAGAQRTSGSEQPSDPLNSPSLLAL
V-ATPase pH: alters yeast V-ATPase proton transport. response, % at 10 µM. S. cerevisiae, pHLuorin cytosolic pH fluorescence. AID 504577. 350,000 compounds, 0.37% hits; in the data active means response mostly above about 7.3%, no sharp cut-off; inactive means mostly below about 5.4%; further: actives read high; inactives centre near 0; some compounds called inactive have numbers as strong as hits
CDK5 p35 inh: CDK5/p35 (human) kinase inhibition; Q00535+Q15078; 330,000 compounds, 0.01% hits; AID 488839; inhibition, % at 10 µM; Recombinant CDK5/p35, ADP-Glo luminescence, 60 min;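 active means highest replicate inhibition of at least 50% and at least 75% of replicates reaching 50%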;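 further: plate controls were DMSO neutral control for no effect and GW8510 at 10 µM for full effect; many of its hits are not listed in these tables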
Tat export inh: blocks Tat-dependent protein export in E. coli; 340,000 compounds, 0.036% hits; E. coli MC4100 TorA-mCherry Tat export, fluorescence; inhibition, % at 10 µM; AID 488895;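 active means mean replicate inhibition at least 50% and at least half of replicates individually reaching 50%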;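 further: exported cargo escapes ClpAP degradation while cytoplasmic cargo is degraded and loses fluorescence; 0% = median of neutral control wells and 100% = median of NaSCN control wells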
Wnt act: activators of Wnt/beta-catenin signaling | Wnt/beta-catenin reporter cell assay, activator, plate reader | activation, % at 9.35 µM | 300,000 compounds, 1.2% hits; in the data active means activation above about 30%, passing the limit was not always enough;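 further: 0% = neutral control wells and 100% = positive control wells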
CAL PDZ FP-2: human CAL PDZ-peptide interaction inhibition; inhibition, % at 20 µM; 330,000 compounds, 0.02% hits; AID 504414; purified CAL PDZ, TMR-peptide fluorescence polarization, 1 h; Q9HD26;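 active means highest replicate inhibition of at least 40%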;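 further: plate controls were DMSO neutral control wells for no effect and unlabeled competitor peptide control wells for full effect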
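material = purified tagged CAL PDZ domain construct (CerCALP) | buffer or medium = sodium phosphate/NaCl buffer pH 7.4 with TCEP, IgG, Thesit | reagent = TMR-labelled reporter peptide T*-PRC34 bound in PDZ groove | incubation = 1 h room-temperature incubation prior to read | measured by = fluorescence polarization (mP) | evaluation = percent inhibition from loss of millipolarization | control set = unlabelled peptide and DMSO controls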
MITF TRPM1 HTS: MITF TRPM1 promoter activation in melanoma cells | activation, % at 12.5 µM | SK-MEL-5 TRPM1-promoter luciferase, 24 h; % of positive control, neutral wells = 0 | 300,000 compounds, 0.75% hits;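 active means mean activation of at least 80% with every replicate also reaching 80%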;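 further: 0% = neutral control wells and 100% = parthenolide positive control wells; values of inactives mirror those of a sister screen read the other way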
RTF Ca sens act: cardiac RTF calcium sensitization | 340,000 compounds, 0.24% hits | IANBD-labeled TnC RTF fluorescence at EC20 calcium; 0% EC20 calcium, 100% full calcium | activation, % at 7.2 µM;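 active means activation above the mean over all tested compounds plus 3 SD, cut at about 30% in these data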;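 further: rise in fluorescence read as greater calcium sensitivity of cardiac thin filaments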
Starred values were filed as active, the others as inactive; nt = no result given.

Values run as follows: CAL PDZ FP-2	Tat export inh	CAL PDZ FP-1	CDK5 p35 inh	Rtt109 HAT inh	dFosB act	MITF TRPM1 HTS	RTF Ca sens act	V-ATPase pH	Wnt act
CSCCC(N=C(NS(=O)(=O)c1ccccc1)c1ccccc1)C(=O)O (stereo unspecified)
→ -2.3	-4	0	-2.0	-3	-2	-8	0	0	1
COc1ccccc1CNc1cc(-c2ccccc2)ccc1OC
→ -0.5	7	-1	-0.5	0	-2	-3	-5	2	1
CCCCCCc1cc2cc(-c3nnc(-c4ccccc4OC)o3)c(=O)oc2cc1O
→ -2.1	8	0	-2.4	-6	-7	5	-1	-3	-4
O=C(CN1C(=O)C2C3C=CC(C3)C2C1=O)NCCC1=CCCCC1 (stereo unspecified)
→ nt	-5	0	-3.0	-34	4	7	-4	3	nt
Cc1ccc(NC(=O)COC(=O)CNC(=O)c2ccc(Cl)cc2Cl)cc1S(=O)(=O)N1CCOCC1
→ -2.1	-7	-2	-0.2	0	-16	0	0	-2	-2
CC(=NNc1ccc([N+](=O)[O-])cn1)c1ccccc1
→ 0.4	18	-1	-0.3	-8	5	92*	-2	2	6
O=C(Cc1ccc(Cl)cc1)NCC(=O)N1CCCCCC1
→ 1.3	5	nt	1.5	1	2	-6	5	2	5
CCOc1cccc(NC(=O)c2ccc(S(=O)(=O)N(C)C)cc2)c1
→ -0.1	7	nt	-1.6	7	-11	-6	-2	3	-1
CC(=O)Nc1ccc(S(=O)(=O)NNc2ccc([N+](=O)[O-])cc2)cc1
→ 0.3	2	4	-0.1	0	-1	nt	-4	-3	2
O=S(=O)(c1ccc(NC(=S)NN=C2CCCCC2)cc1)N1CCOCC1
→ -0.9	-3	1	0.3	-8	-7	9	-1	-4	0
COc1ccc(C2(NC(C)=O)CCN(C(=O)c3ccco3)CC2)cc1
→ -3.4	-7	-1	-0.1	-6	-3	-26	3	-4	nt
O=C1CN(C(=O)COC(=O)c2ccccc2Br)c2ccccc2N1
→ -1.3	-7	-3	1.2	1	-1	-1	-5	-8	-4
CC(=O)Nc1ccc(NC(=O)C(C)OC(=O)C2(c3ccc(F)cc3)CCCC2)cc1 (stereo unspecified)
→ -0.6	3	nt	-3.7	12	-10	-12	-3	2	-2
NC(=O)N/N=C1\CCS(=O)(=O)c2ccc(F)cc21
→ -5.6	-1	-3	-0.1	0	-5	1	1	1	1
CC(C)C(OC(=O)c1ccco1)C(=O)NCc1ccc2c(c1)OCO2 (stereo unspecified)
→ -2.5	-12	-4	-2.2	-1	2	-3	-2	-3	3
CC(C)N1CN=C(Nc2nc3ccccc3o2)NC1
→ -2.3	-2	4	0.6	6	-3	32	-4	1	9
COc1cc(NC(=O)CSc2nc3[nH]c(=O)cc(O)c3s2)cc(OC)c1OC
→ -1.6	4	-5	-5.5	-2	-8	-8	-1	3	-2
O=C(C[C@H]1C/C=C\CC[C@H](Cc2ccc(F)cc2)C(=O)OC[C@H]2CCCN2C1=O)NCCO
→ -1.4	0	-1	2.6	7	-2	-3	-3	-6	-2
CC1CCCCC1NC(=O)CSc1nnc(-c2ccccc2)n1N (stereo unspecified)
→ 0.0	-1	2	-0.8	-1	4	-2	-2	-4	nt
O=C(NCC1CCCO1)C(c1ccc(N2CCOCC2)cc1)N(C(=O)Cn1nnc2ccccc21)c1ccccc1F (stereo unspecified)
→ -2.5	-2	1	-0.8	13	-7	7	0	3	-4
CN(Cc1ccccc1)C(=O)c1ccc(NC(=O)Cc2ccc(NC(=O)C3CCN(C(=O)C4CCCCC4)CC3)cc2)cc1
→ 0.0	4	-1	-1.7	2	-20	-3	3	1	-1
COC(=O)c1cn(C(=O)/C=C/c2ccc(OC)c(OC)c2)c2ccccc12
→ -3.9	-4	0	0.7	-53	-2	23	1	-1	1
O=C(NN=C1CCCC1)c1cc(-c2ccccc2)n[nH]1
→ -1.1	1	6	0.5	10	-5	7	1	-4	nt
COc1ccc(S(=O)(=O)N2CCCCC2)cc1NC(=O)c1cccc(S(=O)(=O)N2CC(C)OC(C)C2)c1 (stereo unspecified)
→ -1.4	3	7	0.8	2	-12	-3	-4	-1	22
CC1(C)C2CCC1(CS(=O)(=O)NC(CC(=O)O)c1cccc(Br)c1)C(=O)C2 (stereo unspecified)
→ 0.5	1	-3	-0.8	16	7	0	-10	-2	-1
COc1ccc(Br)c2c1C(=O)CC2
→ 0.0	-8	-1	9.4	-6	-13	-3	-6	-1	0
CC(C)(C)c1ccc(S(=O)(=O)/N=C2\C=C(NS(=O)(=O)c3ccccc3)C(=O)c3ccccc32)cc1
→ -0.7	0	-8	0.9	7	-18	-4	-6	4	2
CCn1c(C(=O)Nc2ccsc2C(=O)OC)cc2sc(Cl)cc21
→ -0.6	-5	nt	0.4	-24	0	-15	-2	0	-2
Cc1noc(C)c1S(=O)(=O)N1CCC(C(=O)NCCCN2CC(C)CC(C)C2)CC1 (stereo unspecified)
→ 0.2	-4	4	1.1	nt	2	-4	1	2	0
COc1ccc2cc(Br)ccc2c1CC(=O)N1CCCC1
→ -1.4	-4	nt	-1.7	-2	-5	0	-2	-1	7

2 compounds drawn at random from the list so far:
Values run as follows: CAL PDZ FP-2	Tat export inh	CAL PDZ FP-1	CDK5 p35 inh	Rtt109 HAT inh	dFosB act	MITF TRPM1 HTS	RTF Ca sens act	V-ATPase pH	Wnt act
COc1cc(NC(=O)CSc2nc3[nH]c(=O)cc(O)c3s2)cc(OC)c1OC
→ -1.6	4	-5	-5.5	-2	-8	-8	-1	3	-2
COC(=O)c1cn(C(=O)/C=C/c2ccc(OC)c(OC)c2)c2ccccc12
→ -3.9	-4	0	0.7	-53	-2	23	1	-1	1

(continued)
Values run as follows: CAL PDZ FP-2	Tat export inh	CAL PDZ FP-1	CDK5 p35 inh	Rtt109 HAT inh	dFosB act	MITF TRPM1 HTS	RTF Ca sens act	V-ATPase pH	Wnt act
CC(=O)c1cccc(NC(=O)CSc2nnc(-c3ccc(S(=O)(=O)N4CCCC4)cc3)o2)c1
→ -2.1	6	nt	0.7	-2	1	7	12	0	nt
OC(Cn1cncn1)(Cn1cncn1)c1ccc(F)cc1F
→ 0.5	-16	2	-0.4	13	5	7	6	1	0
CC(NC(=O)COc1ccccc1)C1COc2ccccc2O1 (stereo unspecified)
→ -1.4	7	-2	0.4	-4	-1	-5	-5	1	-4
CN(C)c1ccc(/C=C(/C(=O)c2ccc(Cl)cc2Cl)n2cncn2)cc1
→ 0.0	0	-4	2.1	4	0	-9	26	-3	-6
CCCCC12CN3CC(C)(CN(C1)C31C(=O)N(C)c3ccc(C)cc31)C2=O (stereo unspecified)
→ -0.6	-2	nt	2.8	1	0	-14	-10	-1	nt
CN(C(=O)c1cnc(N2CCN(c3ncccn3)CC2)c2ccccc12)c1ccc(Cl)cc1
→ -1.6	10	-2	-0.2	9	-14	3	2	0	nt
O=C(NNS(=O)(=O)c1ccccc1)c1ccc(O)cc1
→ -2.3	0	0	-0.5	-3	5	-4	-1	1	3
Cc1cccc(CCNC(=O)C2CCC(=O)N2Cc2ccc(F)cc2)c1 (stereo unspecified)
→ 0.3	-4	-5	-4.4	-1	-9	-3	2	1	-2
COc1cccc(N2CCN(C(=O)c3ccc(CSc4nc5ccncc5[nH]4)cc3)CC2)c1
→ -0.7	6	4	-0.4	13	-2	-27	7	1	-5
Cc1ccc(-n2c(SCCN)nnc2-c2cccc(C)c2)cc1
→ -0.3	-2	3	1.4	24	3	-7	2	1	3
Cc1ccc(S(=O)(=O)N2CCOCC2)cc1C(=O)NCc1cccs1
→ nt	10	-5	1.8	6	-4	-3	4	-1	-11
CS(=O)(=O)N(C(=O)NC(=O)NC12CC3CC(CC(C3)C1)C2)C1CCCCC1
→ -0.2	-2	-3	0.5	2	3	2	5	-6	0
Cc1ccc2c(c1)N(CCC(=O)NCc1ccccn1)C(=O)CO2
→ 0.2	-2	-2	-1.1	-16	1	nt	5	5	nt
C=CCn1c(SCn2nnc3ccccc3c2=O)nnc1C1CCCCC1
→ -1.0	1	1	1.0	-4	3	-3	-1	-1	-2
Cc1cc(NC(=O)CCC(=O)N(CCc2ccccc2)C(C(=O)NC2CCCC2)c2ccco2)no1 (stereo unspecified)
→ 0.9	3	-2	0.5	1	-7	6	-6	0	nt
COc1ccc(C)cc1-n1nnnc1SCc1csc(C)n1
→ -1.8	0	-1	0.6	1	-9	nt	-3	4	nt
Cn1nnnc1CCOCCc1nnnn1C
→ nt	0	-5	1.1	-9	8	-2	0	0	-2
CCO/N=C(\C)c1c(O)c2ccccc2n(C)c1=O
→ -1.2	-9	2	-1.2	8	-5	1	-3	-3	-4
CCN(CC)C(=S)NCCc1ccccc1
→ -2.5	4	-7	-0.4	-2	-1	13	2	-2	12
CS(=O)(=O)Cc1ccc(C(=O)Nc2cccc(-c3nc4ccccc4[nH]3)c2)cc1
→ -8.0	5	-13	3.1	-5	-27	-4	-5	5	4
CCN(CC)C(=O)c1[nH]cnc1C(=O)N[C@@H](C)C(=O)OC(C)(C)C
→ 0.1	-3	2	-0.7	6	-1	-2	0	0	0
COc1ccc2c(CC(=O)Nc3ccccc3OC)coc2c1
→ 0.4	-3	nt	-3.7	9	-4	11	-5	-1	1
COc1ccccc1CN1CC(C(=O)NCc2cc(C(C)C)no2)CCC1=O (stereo unspecified)
→ 0.4	-6	-2	0.7	-1	-3	-5	-3	0	-2
COc1ccc(-c2nn3c(-c4ccccc4)nnc3s2)cc1
→ -2.2	-1	-4	-0.5	2	-33	6	-6	-1	0
COc1cccc(NC(=O)c2sc3nc4n(c(=O)c3c2C)CCC4)c1
→ -2.2	3	-2	0.3	7	-8	77	6	-4	15
COc1ccc(S(=O)(=O)NCC(=O)O)cc1C(=O)NC1CCCCC1
→ -0.3	1	1	-0.4	-9	0	-8	8	3	nt
Cc1cccc(-c2noc(CCC(=O)NCc3ccccc3)n2)c1
→ -1.1	3	-3	-0.6	nt	0	nt	-2	-2	2
CCCCCCCCC(NC(=O)c1ccc(C#N)cc1)C(=O)NCCC (stereo unspecified)
→ -0.1	-1	-4	-1.0	-7	2	0	-5	-2	-4
Cc1cc2nnc(SCC(=O)Nc3ccc(Cl)cc3)n2c(N)n1
→ -3.6	6	-4	0.2	-17	5	0	-1	6	1
COc1ccccc1/C=N/NC(=O)c1cc2c(OC)c(OC)ccc2[nH]1
→ 1.4	-12	0	-0.6	0	-5	-12	-4	1	-1
CCCNC(=O)CCc1cc(C(C)(C)C)c(O)c(C(C)(C)C)c1
→ -2.6	-5	-1	1.7	15	-12	-4	6	0	-2
COc1ccc2[nH]c(C(=O)N3CCC(n4nccc4NC(=O)C4CC4)CC3)c(C)c2c1
→ -2.4	-9	nt	1.5	4	-15	-7	2	-1	-3
CC(C)(C)OC(=O)C[C@@H]1C/C=C\C[C@H](CC(=O)N(CCO)Cc2ccccc2)C(=O)N[C@@H](c2ccccc2)COC1=O
→ -0.3	22	-1	0.9	5	-5	9	12	3	0
Cc1ccc(C(=O)Nc2nc(-c3ccccc3)c(-c3ccccc3)o2)cc1
→ -1.9	7	0	-2.4	0	1	-1	-2	-4	1
